# Assay outcomes deposited in PubChem BioAssay by National Center for Advancing Translational Sciences (NCATS).
# ATXN2 expr inh: Primary qHTS for Inhibitors of ATXN expression; HEK-293 ATXN2-luciferase reporter, luminescence, 24 h; Potency, µM (doses to about 57 µM), without a hit: at the highest dose activity change, negative = inhibition, hits mostly inhibitors; 360,000 tested, 0.72% active; AID 1745845, 2022; also: % is scaled to controls: 0 for no effect and ±100 for the full control effect; nearly all actives have a fitted effect of over 55% in size
#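 ATXN2-luciferase reporter cells (luciferase flanked by upstream and downstream ATXN2 gene portions) were treated 24 h at 37 °C with compounds at up to 57 uM. SteadyGlo luminescence gave expression; GF-AFC fluorescence gave viability.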
# TGFb SMAD3 inh: qHTS for Inhibitors of TGF-b; HepG2 CAGA-GFP TGF-b/SMAD3 reporter, GFP fluorescence, 18 h; TGF-beta stimulated, 500 pg/mL final; Potency, µM (series often up to 46.1 µM), without a hit: at the top dose activity, negative = inhibition, usual class: inhibitors; 410,000 tested, 1.2% active; AID 588855, 2011; also: % is scaled to controls: 0 for no effect and ±100 for the full control effect; nearly all actives have a fitted effect of over 65% in size
#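 First, reporter cells (HEPG2 CAGA-GFP) rested 2 h at 37 degrees C. Next, compounds were pinned in and TGF-beta added to 500 pg/mL final. After 18 h, GFP was imaged per cell and summed per well.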
# ATXN viability: Viability Counterscreen for Primary qHTS for Inhibitors of ATXN expression. 400,000 tested, 0.49% active. S2 cells (HEK-293 line with an ATXN2-luciferase reporter) viability, CellTiter-Fluor protease fluorescence, 24 h. AID 651635, 2014. Potency, µM (titrated, usually from 56.7 µM), usual class: cytotoxic; also: nearly all actives have a fitted effect of over 40% in size
# A549 viability: Nrf2 qHTS screen for inhibitors: counterscreen for cytotoxicity. A549 ARE-Fluc cells, CellTiter-Fluor viability, 18-24 h. Potency, µM (top dose mostly 46 µM), for the others: at the top dose activity change, negative = cytotoxicity, most hits filed as inhibitors. 390,000 tested, 0.16% active. AID 504648, 2011; also: % is scaled to controls: 0 for no effect and ±100 for the full control effect
#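 A549 ARE-Fluc cells in 5% FBS OPTI-MEM, 5000 cells/well, rested 2 h then exposed to compounds in concentration-response for 18-24 h at 37 °C. Viability by CellTiter-Fluor fluorescence (Ex 405/Em 525) after 30 min; luciferase luminescence (BugLite, 15 min, RT) read afterwards.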
# HepG2 tox: qHTS for Inhibitors of TGF-b: Cytotox Counterscreen. HepG2 CAGA-GFP viability, ATP luminescence, 18 h. Potency, µM (titrated, usually from 46.1 µM), for inactives: at the top dose activity change, negative = cytotoxicity, usual class: cytotoxic. 410,000 tested, 0.76% active. AID 588856, 2011; also: some results filed as inactive show a strong effect at the top dose
#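 CellTiter-Glo luminescence gave cytotoxicity after 18 hours at 37 degrees C. The cells were HepG2 CAGA-GFP in 1% FBS DMEM, stimulated with 500 pg/mL TGF-beta after compound addition. %Activity was normalised to no-cell wells (complete cell-killing) and DMSO (no toxicity), and curves were fitted and classified.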
# Nrf2 ARE act: qHTS of Nrf2 Activators. Potency, µM (titrated, usually from 46.1 µM), inactives show at the highest dose activation, usual class: activators. 410,000 tested, 0.31% active. AREc32 ARE-luciferase reporter (MCF7-derived line), luminescence, 24 h; also: % of control where 0% means no effect; nearly all actives have a fitted effect of over 65% in size
#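 For detection, Steady-Glo was added and plates sat 30 min at RT; before that, AREc32_Fluc cells grown overnight in OPTI-MEM/5% FBS had been treated with 23 nL compound for 24 hr at 37 deg C.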
# MCF10A rerep: A quantitative high throughput screen for small molecules that induce DNA re-replication in MCF 10a normal breast cells; Potency, µM (top dose mostly 46.1 µM), inactives show top-dose activity, positive = re-replication, usual class: activators; MCF 10A DNA re-replication, Hoechst nuclear intensity, 48 h; 350,000 tested, 2.9% active; also: % of control where 0% means no effect; nearly all actives have a fitted effect of over 50% in size
# Nrf2 inh: Nrf2 qHTS screen for inhibitors. Potency, µM (top dose mostly 46 µM), for the others: at the top dose activity change, negative = inhibition, usual class: inhibitors. AID 504444, 2011. A549 ARE-Fluc reporter, luciferase luminescence, 18-24 h. 360,000 tested, 2.1% active; also: % is scaled to controls: 0 for no effect and ±100 for the full control effect; nearly all actives have a fitted effect of over 60% in size
#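 A549 ARE_Fluc cells (5000/well, 5% FBS OPTI-MEM) pre-incubated 2 h, then treated with compounds 18-24 h at 37C/5% CO2 in concentration-response. CellTiter-Fluor viability read first; BugLite luciferase luminescence after 15 min at room temperature gives Nrf2 activity.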
# EPAC2 antagonist: qHTS for Antagonist of cAMP-regulated guanine nucleotide exchange factor 2 (EPAC2): primary screen; EPAC2 GEF exchange of Rap1B-BODIPY-GDP, fluorescence; Potency, µM (doses to about 114 µM), without a hit: at the highest dose activity, negative = inhibition, most hits filed as inhibitors; 360,000 tested, 0.18% active; AID 720708, 2013; also: % is scaled to controls: 0 for no effect and ±100 for the full control effect; nearly all actives have a fitted effect of over 45% in size; many of its hits are not listed in these tables
# Target sequence (Q8WZA2 whole entry, looked up): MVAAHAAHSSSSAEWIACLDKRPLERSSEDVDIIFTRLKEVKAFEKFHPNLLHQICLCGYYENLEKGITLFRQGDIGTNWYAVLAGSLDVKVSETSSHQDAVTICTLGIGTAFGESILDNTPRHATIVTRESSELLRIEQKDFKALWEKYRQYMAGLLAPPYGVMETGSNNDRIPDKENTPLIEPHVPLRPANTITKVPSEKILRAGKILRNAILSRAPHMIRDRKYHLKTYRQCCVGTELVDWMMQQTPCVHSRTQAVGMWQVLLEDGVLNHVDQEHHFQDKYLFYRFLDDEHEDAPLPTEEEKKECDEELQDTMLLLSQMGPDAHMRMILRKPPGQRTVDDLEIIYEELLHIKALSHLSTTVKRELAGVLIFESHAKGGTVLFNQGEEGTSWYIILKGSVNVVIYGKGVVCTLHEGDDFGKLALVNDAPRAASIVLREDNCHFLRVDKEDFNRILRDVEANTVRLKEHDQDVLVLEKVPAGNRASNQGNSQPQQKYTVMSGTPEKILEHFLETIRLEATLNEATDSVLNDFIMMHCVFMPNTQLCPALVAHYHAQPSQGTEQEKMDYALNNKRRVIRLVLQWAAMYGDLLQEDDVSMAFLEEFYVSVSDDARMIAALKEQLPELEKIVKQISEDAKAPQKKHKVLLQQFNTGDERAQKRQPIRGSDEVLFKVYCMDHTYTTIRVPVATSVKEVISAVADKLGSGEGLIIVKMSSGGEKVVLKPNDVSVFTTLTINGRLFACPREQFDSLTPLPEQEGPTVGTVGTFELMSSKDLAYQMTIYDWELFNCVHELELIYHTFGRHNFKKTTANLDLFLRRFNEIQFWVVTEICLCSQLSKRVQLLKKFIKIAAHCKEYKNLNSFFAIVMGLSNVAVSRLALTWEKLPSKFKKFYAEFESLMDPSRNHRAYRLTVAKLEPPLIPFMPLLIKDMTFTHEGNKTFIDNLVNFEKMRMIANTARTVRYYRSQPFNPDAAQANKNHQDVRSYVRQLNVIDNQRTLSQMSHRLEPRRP
# Active calls of the source: *; i = inactive; ? = inconclusive; · = no result given; & = joins results of further samples; [ ] = another dose, or the depositor's remark. Calls follow the shape of the dose curve; as a rule, active = well fitted curve in the direction sought with a large enough effect; inconclusive = small, poorly fitted or top-dose-only effect, or another doubt; inactive = no such curve, though single readings can be large; an effect the other way counts as inactive or inconclusive. Potency is read from the fitted curve at half-maximal effect.
SMILES,ATXN2 expr inh,TGFb SMAD3 inh,ATXN viability,A549 viability,HepG2 tox,Nrf2 ARE act,MCF10A rerep,Nrf2 inh,EPAC2 antagonist
CCCCc1ccc(NC(=O)Cn2cnc3c(oc4ccccc43)c2=O)cc1,3.0%,?,i,-12.9%,-0.6%,0.4%,·,-8.5%,·
Cc1ccccc1C(=O)NCc1ccc2c(c1)CCN2C(=O)c1ccccc1,·,?,·,1.9%,-10.8%,1.0%,·,·,·
NC(=O)CSc1nnc(C2CC2)n1Cc1ccccc1,-5.0%,-0.9%,i,1.2%,-3.5%,0.0%,-5.6%,0.8%,8.2%
Cn1cc(Cl)c(C(=O)NC2CCCCCC2)n1,55.1%[activator],-20.6%,i,-1.0%,-7.5%,2.3%,25.8%,18.4%,-3.5%
COc1cccc2sc3cc(C#Cc4ccccn4)ccc3c(=O)c12,35.9%[activator],14.6%,i,-4.8%,26.9%,2.2%,-0.3%,5.6%,8.0%
Cc1cc(NC(=O)CCC(=O)N(Cc2ccco2)C2(C(=O)NC3CCCC3)CCC(C)CC2)no1 (configuration not stated),-7.2%,2.3%,i,-11.8%,-12.8%,0.0%,1.7%,-11.1%,1.1%
Cc1cc(C)c2nc(SCCC#N)nc(C)c2c1,4.5%,-4.2%,i,-9.0%,-23.7%,4.2%,?,?,-2.7%
COc1ccc(N2CCN(c3nc(Cl)nc(Nc4ccc(F)cc4)n3)CC2)cc1,-24.2%,0.9%,i,-0.7%,-6.9%,0.5%,?,9.2%,5.4%
Cc1ccccc1C(=O)N1CCC(C(=O)N(CC(C)C)c2c(N)n(CC(C)C)c(=O)[nH]c2=O)CC1,-7.2%,?,i,5.2%,-34.7%,-0.3%,0.3%,-1.4%,12.0%
CCC(C)NC(=O)c1ccc(C(=O)c2ccccc2)cc1 (configuration not stated),44.8%[activator],2.6%,i,-6.8%,-0.6%,0.2%,?,-6.4%,1.3%
COC(=O)C[C@H]1C[C@@H]2c3cc(NC(=O)Nc4ccc(F)cc4)ccc3O[C@@H]2[C@@H](CO)O1,7.2%,-1.6%,i,·,-2.2%,-0.3%,·,·,-5.6%
CCn1c(COc2ccccc2)nc2ccccc21,31.1%[activator],?,i,-1.9%,1.4%,4.0%,16.6%,5.0%,1.8%

# 2 compounds drawn at random from those above:
SMILES,ATXN2 expr inh,TGFb SMAD3 inh,ATXN viability,A549 viability,HepG2 tox,Nrf2 ARE act,MCF10A rerep,Nrf2 inh,EPAC2 antagonist
CCCCc1ccc(NC(=O)Cn2cnc3c(oc4ccccc43)c2=O)cc1,3.0%,?,i,-12.9%,-0.6%,0.4%,·,-8.5%,·
COc1cccc2sc3cc(C#Cc4ccccn4)ccc3c(=O)c12,35.9%[activator],14.6%,i,-4.8%,26.9%,2.2%,-0.3%,5.6%,8.0%

# Continuation:
SMILES,ATXN2 expr inh,TGFb SMAD3 inh,ATXN viability,A549 viability,HepG2 tox,Nrf2 ARE act,MCF10A rerep,Nrf2 inh,EPAC2 antagonist
CCc1nn2c(=O)c(S(=O)(=O)Nc3cccc(F)c3)c(C)nc2s1,6.9%&6.9%,-5.4%&-23.0%,i,-10.7%&0.3%,-1.9%&-5.4%,-0.1%&0.1%,21.1%,-4.4%&12.4%,3.5%
C[C@@]12C(=O)N(Cc3ccc(-c4ccccc4)cc3)CC(=O)N1[C@H](/C=C/c1ccccc1)[C@@H]1C(=O)N(c3ccccc3)C(=O)[C@@H]12,-28.6%,-8.2%,?,-3.6%,11.8%,6.5%,?,9.9%,10.2%
COc1ccccc1N1CCN(C(c2ccccn2)c2nnnn2C2CCCCC2)CC1 (configuration not stated),0.3%,-1.1%,i,-4.8%,-11.4%,0.4%,1.9%,-15.6%,-4.7%
O=C1CCC[C@@H]2CC(N3CCCCC3)C[C@@H]3CCN1[C@H]23 (some centres not stated),6.8%,-15.8%,i,-4.5%,2.5%,0.1%,-59.2%[inhibitor],4.7%,-0.7%
Cc1ccc(C(=O)OCC(=O)Nc2ncc(Cl)cc2Cl)cc1NC(=O)c1ccco1,-10.0%,27.6%,i,4.0%,44.8%,-0.5%,-5.1%,2.9%,6.1%
C=CCNC(=O)C1CCN(S(=O)(=O)c2ccc(Br)cc2)CC1,-3.8%,?,i,0.6%,-1.2%,-0.3%,1.6%,?,12.9%
O=C1CC2(CCN(S(=O)(=O)c3ccccc3F)CC2)Oc2ccccc21,-6.9%,-16.9%,i,-0.3%,2.7%,-1.3%,8.5%,-22.7%,-9.0%
CCN(CC)S(=O)(=O)c1cccc(NC(=O)CNc2cccc(S(=O)(=O)N3CCCC3)c2)c1,?,-21.2%,?,?,-10.8%,-0.1%,?,25.9µM*,-6.5%
CC1CCc2c(C(=O)Nc3ccc(OC(F)(F)F)cc3)csc2C1 (configuration not stated),5.8%,?,?,9.2%,-41.2%,0.4%[9.22 µM],?,-2.9%,3.0%
COc1ccc(C(=O)C2=NN(C(C)=O)CC2c2ccco2)cc1 (configuration not stated),·,-8.5%,i,-1.9%,18.4%,0.4%,-1.0%,0.3%,?
NC(=O)/C(=N\OC(=O)c1ccco1)c1nc(-c2ccc(Br)cc2)cs1,-13.6%,-25.5%,i,-1.7%,-54.6%,9.5%,12.4%,0.8%,-1.8%
Cc1ccc(NC(=O)c2ccccc2OCc2ccc([N+](=O)[O-])cc2)nc1,-32.5%,4.7%,i,-0.7%,-21.0%,0.0%,-3.5%,4.3%,-2.3%
COc1cc(OC)cc(-c2c(-c3cccs3)c3cc(-c4ccc(OC)nc4)ccc3n2C)c1,-7.4%,-2.4%,i,-1.1%,-8.1%,-1.2%,12.8%,-22.5%,4.6%
CCC(=O)N(C1=C(NC)C(=O)c2ccccc2C1=O)C(C)C,·,?,?,?,-71.3%,-3.9%,5.8µM*,16.4µM*,-10.7%
CCc1c(C)nc(SC/C=C/c2ccccc2)[nH]c1=O,·,31.0%[activator],?,-9.0%,-12.0%,8.5%,14.4%,-12.1%,-4.0%
CC(=O)N1CCc2ccc(S(=O)(=O)Nc3ccccc3Cl)cc21,-13.9%,-7.9%,i,12.9%,-80.2%,-0.8%,0.2%,?,-10.6%
CCCCOC(=O)c1ccc(NC(=O)c2cc3c(=O)n4cccc(C)c4nc3n2C)cc1,·,-7.7%,·,-8.4%,18.2%,-0.8%,·,?,·
O=C1CC[C@@H](C(=O)N2CSC[C@H]2C(=O)O)N1,2.5%,-3.7%,i,-4.3%,11.0%,-0.5%,-4.9%&-0.9%,5.7%,-0.1%
COc1ccc(CC(=O)Nc2c3c(nn2-c2cccc(C)c2C)CS(=O)(=O)C3)cc1,0.9%,?,i,-7.9%,-9.3%,-0.9%,-5.7%,4.2%,12.2%
Cc1csc(NC(C)c2nc3cc(Cl)c(N4CCCCC4)cc3n2CCOCCO)n1 (configuration not stated),14.1%,-10.4%,?,-10.2%,-24.8%,0.2%,16.5%,19.6%,-12.1%
Cc1ccc(S(=O)(=O)N2C[C@@H](C)[C@]3(C2)[C@H](O)[C@H](OC(=O)Nc2cccs2)C[C@H]2C(=O)N(c4ccccc4)C(=O)[C@H]23)cc1,?,?,·,·,-5.2%,?,·,·,-4.8%
COC(=O)c1ccc(COc2cccc3c2CCN(Cc2cccc(C)c2)C3=O)o1,-31.9%,?,i,-2.9%,-6.5%,2.5%,?,-10.6%,-1.8%
Cc1ccc(/C=N\NC(=O)c2cc([N+](=O)[O-])cc([N+](=O)[O-])c2)o1,-6.2%,-1.0%,i,2.8%,-1.6%,5.1%,3.7%,1.7%,1.7%
CCOc1cccc(C(=O)Nc2ccc3ccccc3c2)c1,5.3%,5.4%,i,3.6%,-8.1%,-0.8%,16.3%,?,-5.8%
CCN(CC)c1ccc2c(Cl)c(Br)c(=O)oc2c1,?,?,·,8.3%,-53.2%,25.7%,?,24.4%,-23.8%
COc1ccccc1N1CCN(C(=O)c2cccc3c(=O)c(C)c(-c4ccccc4)oc23)CC1,·,?,?,-6.9%,-17.4%,-2.8%,?,-10.2%,-15.9%
COc1ccc(NC(=O)c2ccc(NC(=O)CN(C)CC(=O)Nc3c(C)cccc3C)cc2)cc1,-7.3%,0.8%,i,-7.3%,16.0%,0.6%,22.2%,-16.9%,4.9%
CC(=O)Nc1cccc(-n2c(=O)n(Cc3ccccc3)c(=O)c3[nH]cnc32)c1,-5.7%,-3.5%,i,0.5%,-10.2%,-0.3%,11.3%,1.5%,15.4%
COc1ccc(CN(C(=O)c2ccc(OCC(C)C)cc2)C2CCS(=O)(=O)C2)cc1 (configuration not stated),-7.3%,0.0%,i,?,-32.1%,2.9%,·,?,·
CC1(C)CC(=O)N(c2ccc(Cl)cc2Cl)C(=O)C1,-3.7%,-4.1%,i,0.0%,2.7%,-1.5%,-1.6%,2.0%,10.1%
CCc1ccc(C(=O)N2CCCC2)s1,32.0%[activator],-4.2%,i,13.2%,2.7%,-0.8%,-1.0%,1.0%,-2.0%
Cc1ncn(-c2ccccc2)c1-c1ccccc1,-10.7%,-24.5%,i,0.9%,-2.7%,-0.2%,7.0%,-7.0%,?
O=S(=O)(Nc1ccon1)c1ccc(Br)cc1,-4.6%,-17.4%,i,-5.7%,-7.5%,-1.2%,0.5%,-5.4%,-2.9%
Cc1ccc2cc(C(c3nnnn3C3CCCC3)N3CCN(c4ccccc4)CC3)c(=O)[nH]c2c1 (configuration not stated),·,-16.4%,·,-19.9%,-7.9%,-0.6%,5.9%,-9.6%,0.7%
Cc1nc2c(-c3ccc(F)cc3)c(C)nn2c(C)c1CCC(=O)NCc1ccco1,2.8%,-2.6%,i,6.6%,-7.0%,-0.2%,?,-15.1%,5.9%
COc1ccc(/C=C(/C#N)c2cccnc2)cc1OC,0.2%,4.4%,i,-1.4%,-0.5%,0.5%,-1.3%,-9.1%,5.0%
O=C(NCC1CCCCC1)c1ccc(F)c(S(=O)(=O)N2CCOCC2)c1,-13.6%,-9.8%,i,3.2%,-9.4%,-0.5%,5.3%,-1.6%,-2.0%

# A portion of the library; rates above refer to the full screens.
